CYP2C19 act – increases human CYP2C19 enzyme activity; recombinant CYP2C19, luciferin-H EGE luminescence; hits give high values; 0 = fully inhibited enzyme, 1 = untreated enzyme; activation factor at 5 µM; 96,000 tested, under 10 active;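 active means activation factor of at least 2 at 5 µM in the primary screen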;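 further: 0 = wells with 2.5 mM tranylcypromine and 1 = vehicle-only wells; values of inactives mirror those of a sister screen read the other way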
PostGolgi ctrl – inhibits growth of the yeast control strain. efflux-deficient yeast background strain, growth absorbance A615, 16 h. inhibition, % at 10 µM. 5% of 98,000 active. AID 738
S1P2 agonist – agonists of human S1P2 receptor | 0.46% of 97,000 active | S1P2-expressing cell line, agonist reporter read-out | activation, % at 4.5 µM | O95136; in the data active means activation above about 16%;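 further: 0% = vehicle low control and 100% = maximal reference agonist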
Target sequence (O95136 whole entry, looked up): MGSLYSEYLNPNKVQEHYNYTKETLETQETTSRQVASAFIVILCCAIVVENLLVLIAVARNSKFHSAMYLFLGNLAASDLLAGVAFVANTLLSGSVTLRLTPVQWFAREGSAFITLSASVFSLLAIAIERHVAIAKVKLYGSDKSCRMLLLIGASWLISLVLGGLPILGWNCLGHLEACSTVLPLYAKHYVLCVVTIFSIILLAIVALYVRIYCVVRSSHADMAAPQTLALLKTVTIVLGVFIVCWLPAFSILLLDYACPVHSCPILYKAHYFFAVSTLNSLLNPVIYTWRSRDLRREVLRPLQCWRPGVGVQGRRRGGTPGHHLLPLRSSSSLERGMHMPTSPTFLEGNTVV
S1P2 blocker – S1P2 (human) receptor antagonism. 0.21% of 97,000 active. cell-based S1P2 antagonist assay, inhibition at 5 uM. inhibition, % at 5 µM. O95136; in the data active means inhibition above about 45%;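 further: CRE beta-lactamase reporter cells expressing human S1P2 stimulated with S1P; 0% = agonist at EC80 alone and 100% = agonist plus reference antagonist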
PostGolgi yeast – growth inhibition of a yeast mutant, post-Golgi transport screen. post-Golgi transport phenotypic cell assay. inhibition, % at 10 µM. 0.9% of 98,000 active. AID 739;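 further: yeast cells grown in 1536-well plates; yeast grown about 18 h at 30C before absorbance read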
sEH act – soluble epoxide hydrolase (human) activation | P34913 | purified human sEH enzymatic activity, activator screen | activation, % at 2 µM | 0.04% of 91,000 active | AID 717; in the data active means activation above about 37%; further: values of inactives mirror those of a sister screen read the other way
Target sequence (P34913 whole entry, looked up): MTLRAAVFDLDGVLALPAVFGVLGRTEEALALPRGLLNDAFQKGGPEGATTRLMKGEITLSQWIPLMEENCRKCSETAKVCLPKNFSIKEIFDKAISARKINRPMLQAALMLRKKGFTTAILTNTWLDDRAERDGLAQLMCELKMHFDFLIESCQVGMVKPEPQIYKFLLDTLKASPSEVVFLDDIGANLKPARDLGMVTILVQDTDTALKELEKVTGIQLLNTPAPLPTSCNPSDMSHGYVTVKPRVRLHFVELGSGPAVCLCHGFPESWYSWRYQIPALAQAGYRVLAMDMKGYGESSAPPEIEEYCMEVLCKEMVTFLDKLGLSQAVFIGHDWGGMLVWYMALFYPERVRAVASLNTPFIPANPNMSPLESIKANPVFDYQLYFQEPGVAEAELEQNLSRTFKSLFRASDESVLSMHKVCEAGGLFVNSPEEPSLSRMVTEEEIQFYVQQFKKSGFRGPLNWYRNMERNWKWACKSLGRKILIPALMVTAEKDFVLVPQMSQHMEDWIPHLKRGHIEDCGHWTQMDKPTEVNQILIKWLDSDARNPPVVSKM
sEH inh – blocks human soluble epoxide hydrolase activity | AID 707 | 0.34% of 91,000 active | recombinant human sEH enzymatic activity assay | P34913 | inhibition, % at 2 µM; in the data active means inhibition above about 80%; further: values of inactives mirror those of a sister screen read the other way; many of its hits are not listed in these tables
DAT uptake mod – human DAT dopamine uptake with cocaine, either direction; Q01959; LLC-PK1 hDAT cells, [14C]-dopamine uptake with cocaine IC80; actives deviate in either direction; B-score at 10 µM; 1.3% of 110,000 active;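 active means Z score or B-score, a plate-position-corrected score, falls beyond the plate's 99.7% confidence bounds, in either direction; inactive means both scores lie inside the 99.7% bounds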;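 further: scored against the spread of the other compound wells on the same plate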
CYP2C19 inh – blocks human cytochrome P450 2C19; 21% of 96,000 active; AID 778; inhibition, % at 5 µM; P33261; CYP2C19 Supersomes, luciferin-H EGE luminescence, 30 min;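 active means CYP2C19 inhibition above a set limit at 5 µM in the primary screen, cut at about 50% in these data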;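 further: plate controls were negative control wells for no effect and 2.5 mM tranylcypromine positive control for full effect; values of inactives mirror those of a sister screen read the other way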
* marks the source's active call; other numbers are inactive results; . = no result given. Unless noted, no stated cut-off is given here; in the data, active means inhibition above about 30%; inactive means the rest.

canonical_smiles	CYP2C19 act	PostGolgi ctrl	S1P2 agonist	S1P2 blocker	PostGolgi yeast	sEH act	sEH inh	DAT uptake mod	CYP2C19 inh
CC(=O)c1cnc(SCCN2C(=O)c3ccccc3C2=O)nc1C	0.4	-2.6	-4.5	-3.0	9.1	-7.6	8.1	-0.151	57.8*
Cc1nn2c3ccccc3nc2c2ccccc12	1	15.5	7.3	-68.3	0.5	5.1	-7.0	-0.397	3.1
COc1ccc(C(=O)N2CCC(C(=O)Nc3ccc(OC)c(OC)c3)CC2)cc1	1	-4.4	-4.3	6.6	-0.3	-1.0	2.9	0.799	1.5
CCOC(=O)c1c(C)c2c(n1C)CCC/C2=N\O	0.4	5.4	-1.0	-11.4	-0.2	1.6	-2.1	0.0163	60.4*
CC(=O)Nc1ccc(C(=O)OC2CCOC2=O)cc1 (centres undefined)	1	3.7	-2.3	28.4	-5.5	6.7	-5.4	-1.31	3.0
O=C(NCCN1C(=O)CSC1=O)C1CC(=O)N(c2ccccc2)C1 (centres undefined)	0.9	12.8	2.5	10.3	-2.4	0.3	1.1	-1.38	14.5
Cc1ccccc1-c1nc2sc(-c3ccccc3)cc2c(=O)o1	0.8	-0.5	-5.6	9.7	-4.0	4.8	-4.0	-2.18	15.6
COCCNC(=O)CS(=O)Cc1nc(-c2ccc(OC)cc2)oc1C (centres undefined)	0.7	-1.9	-1.5	-3.5	6.0	.	.	-1.05	28.3
COc1ccc2c(CC(=O)NCc3ccc4c(c3)OCO4)coc2c1	0	3.3	-1.3	-4.2	-6.0	-17.3	15.7	0.0552	96.5*
CC1CCCCN1C(=O)COC(=O)c1n[nH]c2ccccc12 (centres undefined)	0.7	-5.7	-4.6	-9.0	-2.5	4.2	-10.3	-0.153	31.1
CCOC(=O)c1ccc2c(c1)n(CC)c(/C=C/Nc1ccccc1)[n+]2CC	0.9	31.5*	-3.7	5.8	-16.7	-8.6	11.2	-1.11	9.0
Clc1ccc(Cc2noc(-c3cccs3)n2)cc1	0.9	17.6	.	.	-4.2	.	.	-1.42	10.8
CCOc1ccc(C(=O)Nc2nnc(C(C)C)s2)cc1OCC	0.9	15.0	-3.6	6.4	-0.2	4.3	-3.5	0.059	6.2
CC12CCC(C(=O)N(CCC#N)CCC#N)(CC1=O)C2(C)C (centres undefined)	1.1	-2.7	-4.7	11.8	5.9	1.7	2.3	0.221	-14.0
CCOc1cc(/C=N/n2cnnc2)cc(Br)c1O	1	-6.9	-8.9	11.4	-2.9	-3.8	7.2	-0.0458	-0.3
COc1ccccc1N1CCN(C(CNS(=O)(=O)c2ccccc2)c2cccnc2)CC1 (centres undefined)	0.1	-8.0	-0.8	-49.4	8.7	4.7	-3.2	-1.02	86.1*
COc1ccc(-n2c(SCCC#N)nnc2-c2cc(Cl)ccc2OC)cc1Cl	.	7.1	-1.5	6.4	-1.4	-1.8	2.9	0.289	.
CCCCN(C(=O)Cc1cccs1)c1nnc(-c2cccnc2)s1	.	.	-2.9	-9.1	.	-7.8	9.8	0.368	.
Cc1ccc(-n2nc(C(=O)O)nc2-c2ccccc2)cc1	1.1	3.9	-3.3	-42.9	1.9	0.0	-1.7	-0.621	-13.2
CCOC(=O)c1ccc(NC(=O)c2nccnc2C(=O)O)cc1	1.1	-1.7	0.2	-23.5	-6.4	-7.0	9.1	0.504	-10.9
CCOc1cccc(Nc2cc3n(c(=O)n2)CCc2cc(OC)c(OC)cc2-3)c1	0.6	12.2	29.0*	-48.2	-6.3	5.2	-0.9	0.977	37.4
CCOc1ccc(C(=O)Nc2ccc(NC(=O)c3ccco3)c(Cl)c2)cc1Br	0.8	-0.3	-7.4	5.1	-5.7	-9.1	7.0	-0.376	18.9
Cc1ccc(Oc2ccc(-c3nc(N)nc(N)n3)cc2)cc1C	0.9	50.0*	-2.9	-11.6	-2.3	11.4	-8.4	0.0841	7.2
COc1ccc(C(=O)Nc2ccc3c4c(cccc24)CC3)cc1	1	4.0	-1.9	16.3	1.4	8.1	-10.3	-0.894	2.7
CN(c1cccc(NC(=O)COc2ccc(Cl)cc2Cl)c1)S(C)(=O)=O	.	.	-4.4	-7.5	.	-10.7	10.7	-0.497	.
O=C(CN(c1ccccc1)S(=O)(=O)c1ccccc1[N+](=O)[O-])NN=C1CCCCCCC1	0.4	3.2	-1.0	-12.8	-6.7	-10.8	12.8	1.22	64.3*
Cc1noc(C)c1C(=O)NC1CCCc2ccccc21 (centres undefined)	0.8	-0.3	-2.2	18.1	15.2	2.5	-4.5	0.238	24.9
COc1ccc(C(=O)Cn2nnc(-c3cccs3)n2)cc1	0.6	7.7	-5.0	11.5	-7.1	4.3	-5.6	-0.733	37.5
CC(C)CNC(=O)c1ccccc1Oc1ccccc1	0.2	2.8	0.3	-0.4	25.2	6.0	-7.4	0.863	75.3*
Cc1nnc(SCC(=O)NCCc2ccccc2)[nH]c1=O	.	.	-5.8	8.0	.	-7.2	5.5	.	.
CC1CN=C(NC2CCCCC2C)S1 (centres undefined)	0.8	-4.5	-6.3	4.5	0.8	.	.	0.0951	19.6
CN(C)c1ccc(/C=C/c2nc3ccccc3s2)cc1	0.6	-1.5	0.7	57.7*	8.3	-1.3	0.5	-0.223	37.5
COCCn1c(=S)[nH]c2cc(C(=O)NCC3CCCO3)ccc2c1=O (centres undefined)	0.2	0.3	-7.2	1.0	-2.9	.	.	-0.0489	75.6*
COn1c(SCc2ccccc2)nc2ccccc2c1=O	0.6	0.3	-2.5	13.4	5.3	-4.0	5.6	-1.36	35.2
O=C(CCn1c(=O)sc2ccccc21)NCc1ccco1	.	.	-6.6	9.7	.	-7.9	11.1	-0.253	.
Cc1ccc(NC(=O)CCn2cnc3cc(C)c(C)cc32)cc1	.	.	-5.0	8.8	.	3.6	0.3	-0.00561	.
CCN(CC)S(=O)(=O)c1ccc(C(=O)OC2CCCCC2CN(C)C)cc1 (centres undefined)	0.9	-3.4	-7.7	-3.4	-3.0	8.8	-8.2	0.0327	7.6
Cc1ccc(NC(=O)C2CCN(C(=O)NC3CCCCC3)CC2)c(C)c1	.	.	-0.4	-9.3	.	-0.9	6.1	1.51	.
COc1ccccc1-n1cnnc1SCC(=O)NCc1cccs1	0.9	2.6	-2.2	-9.4	-0.5	0.1	-0.5	0.346	8.3
Cc1ccc(-c2nc3ncccc3o2)cc1NC(=O)c1cc2ccccc2o1	0.8	7.9	-2.9	8.5	-1.7	16.9	-18.4	-0.196	19.5
Cc1ccc2nc3sc(C(=O)NCc4ccco4)c(N)c3cc2c1	.	.	-6.8	20.9	.	-1.2	6.7	0.86	.
Cc1c(Br)c([N+](=O)[O-])nn1C(C)C(=O)Nc1nccs1 (centres undefined)	0.6	23.8	-2.6	28.5	-2.6	6.6	-4.7	0.177	37.1
CC1CCCC(C)N1CC(C)(C)NS(=O)(=O)c1ccc(Cl)cc1 (centres undefined)	0.2	4.9	-4.1	6.8	4.2	5.6	-5.9	-0.024	84.3*
O=C(Nc1ccc(Cl)cc1)N1CCCC1	0.8	-1.4	-9.4	4.8	-8.3	-40.7	42.2	-1.36	17.8
COc1ccc(NC(=O)c2c(-c3ccccc3)noc2C)c(OC)c1	0.5	25.2	-4.8	-25.7	-1.6	14.8	-13.2	-0.3	46.2
Brc1ccc(-c2ncc(-c3ccccc3)cn2)cc1	0.7	24.1	-1.4	4.6	-1.2	-10.7	12.5	0.0869	26.6
CCOC(=O)Nc1ccc(Oc2ccccc2)cc1	0.6	6.9	-5.4	-4.5	-7.1	4.0	-1.6	0.704	42.7
O=S(=O)(NCCOCCNS(=O)(=O)c1ccccc1)c1ccccc1	0.9	6.1	-1.8	17.9	-5.2	10.1	-10.0	.	8.7
CC(C)N(Cc1nc(-c2ccccc2)no1)C(=O)c1ccc(Br)o1	0.3	19.5	-7.4	1.5	3.5	-10.0	12.3	0.779	73.4*
COc1ccc(NC(=O)CNCCC2=CCCCC2)cc1	0.7	16.6	-2.7	-0.2	14.2	-11.3	15.6	0.0539	29.1
COc1ccccc1NC(=O)CSc1nnc(Cn2nnc(-c3ccccc3)n2)n1-c1ccccc1	0.7	3.8	-7.0	-1.4	-4.4	-4.8	5.3	0.0252	27.4
Cc1cc(C)n(C(CC(=O)N2CCc3ccccc3C2)C(=O)O)n1 (centres undefined)	1	-9.4	0.7	-0.1	1.6	12.1	-12.5	-0.0352	-2.7
CCOc1ncccc1C(=O)OCC(=O)N1CCN(S(=O)(=O)c2ccc(Cl)cc2)CC1	1	-2.3	.	.	-9.7	.	.	-0.0418	2.5
COc1ccc(C(=O)Oc2cccnc2)cc1OC	1	0.3	-0.9	-19.9	6.3	3.7	-5.9	0.0334	1.8
CCOc1ccc(NC(=O)CSc2nccn2C)cc1	.	-5.8	1.6	-3.5	-0.3	-5.0	9.8	-0.681	.
O=c1cc(CO)occ1OCc1cccc(C(F)(F)F)c1	0.7	22.5	-10.3	27.5	1.5	9.2	-7.0	-1.36	30.1
CCOc1ccc(-c2noc(COC)n2)cc1OC	1.1	28.6	-2.9	0.7	-7.5	-2.5	4.8	-0.149	-5.9
COc1ccc(CNc2oc(COc3ccccc3Cl)nc2C#N)cc1	0.7	16.8	-4.3	-18.4	-3.3	12.7	-12.3	0.261	31.4
Cc1nc(NCc2ccccc2)[nH]c(=O)c1CCC(C)C	0.5	13.6	-3.9	-13.6	-8.6	3.6	-4.0	0.463	46.4
C=C(C)Cn1c(-c2ccccc2)nc2ccccc21	0.3	13.8	-7.6	2.7	-2.9	.	.	0.0291	69.4*

Three compounds out of the list above, ordered by the value under PostGolgi ctrl, low to high:
molecule,PostGolgi ctrl
O=C(Nc1ccc(Cl)cc1)N1CCCC1,-1.4
COc1ccc(NC(=O)CNCCC2=CCCCC2)cc1,16.6
Brc1ccc(-c2ncc(-c3ccccc3)cn2)cc1,24.1

Of the compounds above, these have a COOH group.
canonical_smiles	CYP2C19 act	PostGolgi ctrl	S1P2 agonist	S1P2 blocker	PostGolgi yeast	sEH act	sEH inh	DAT uptake mod	CYP2C19 inh
Cc1ccc(-n2nc(C(=O)O)nc2-c2ccccc2)cc1	1.1	3.9	-3.3	-42.9	1.9	0.0	-1.7	-0.621	-13.2
CCOC(=O)c1ccc(NC(=O)c2nccnc2C(=O)O)cc1	1.1	-1.7	0.2	-23.5	-6.4	-7.0	9.1	0.504	-10.9
Cc1cc(C)n(C(CC(=O)N2CCc3ccccc3C2)C(=O)O)n1 (centres undefined)	1	-9.4	0.7	-0.1	1.6	12.1	-12.5	-0.0352	-2.7

Profiles, looked up by structure. Values in the order: CYP2C19 act	PostGolgi ctrl	S1P2 agonist	S1P2 blocker	PostGolgi yeast	sEH act	sEH inh	DAT uptake mod	CYP2C19 inh
`O=S(=O)(NCCOCCNS(=O)(=O)c1ccccc1)c1ccccc1` in the list: 0.9	6.1	-1.8	17.9	-5.2	10.1	-10.0	.	8.7
`CCOc1ncccc1C(=O)OCC(=O)N1CCN(S(=O)(=O)c2ccc(Cl)cc2)CC1` in the list: 1	-2.3	.	.	-9.7	.	.	-0.0418	2.5

Following part.
canonical_smiles	CYP2C19 act	PostGolgi ctrl	S1P2 agonist	S1P2 blocker	PostGolgi yeast	sEH act	sEH inh	DAT uptake mod	CYP2C19 inh
COc1ccc(NC2=NCC(=O)N2c2ccccc2F)c(OC)c1	0.6	2.6	-5.4	-4.7	-4.2	6.3	-8.3	0.63	38.6
COc1ccc(C(CC(=O)N2CCOCC2)C(C)C)cc1 (centres undefined)	.	11.7	-9.6	9.7	-0.9	-8.2	9.3	-0.0356	.
COc1ccc(C(=O)/C=C/c2ccccc2F)c(OC(=O)c2ccc([N+](=O)[O-])cc2)c1	0.7	10.8	-4.7	9.2	-4.4	.	.	0.0527	31.2
O=C(CN(Cc1ccco1)C(=O)CNS(=O)(=O)c1ccccc1)NCc1ccccc1	0.4	1.1	-0.8	0.7	3.0	29.2	-30.5	-0.0267	60.8*
CC1CCN(S(=O)(=O)c2ccc3[nH]cc(C(=O)NCCN4CCOCC4)c(=O)c3c2)CC1	1.1	-6.7	-5.9	1.6	-1.4	6.9	-5.4	.	-9.0

Screens (PubChem)
